# West Nile virus CPE – West Nile virus antiviral activity, cell-based, CPE readout (AID 1621); West Nile virus-infected cells, CPE inhibition; higher % means a stronger effect; CPE inhibition, % at 10 µM; hits with a dose series show IC50 in µM; 290,000 compounds, 0.02% hits; in the data active means a potency from the dose series; inconclusive means CPE inhibition mostly from about 3.7% at the one dose, without a potency; inactive means the rest, 99 in 100 with CPE inhibition below about 2.2%; further: strong numbers were not always called active
# b-catenin transl – modulators of beta-catenin nuclear translocation | HeLa beta-catenin nuclear translocation, immunofluorescence imaging | nuclear translocation activity, % at 5 µM | 190,000 compounds, 0.3% hits | AID 1665;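 active means nuclear translocation activity above 50% at 5 µM, with a well cell count of 50 or more; inconclusive means wells under 50 cells across six images, flagged as toxic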;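 further: per-cell ratio of nuclear to cytoplasmic median beta-catenin stain intensity; plate controls were DMSO negative control for no effect and GSK-3 inhibitor IX positive control for full effect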
#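 Read-out: Nuclear/cytoplasmic beta-catenin signal ratio, % activation | Assay system: Human HeLa cell line | Times: 24 h compound exposure at 37°C, 5% CO2 | Signal: Fluorescence imaging of beta-catenin antibody stain plus DAPI | Dosing: 5 µM primary, 0.02–20 µM confirmation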
# Autophagy mod – modulators of autophagy | calls only at 10 µM (by protocol) | MEF GFP-LC3 puncta imaging; test concentration mostly 10 µM | 190,000 compounds, 0.98% hits;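 active means percentage of spot-positive cells more than 3 SD above its plate mean, without a fluorescence outlier flag or 80% toxicity; inconclusive means no clear call, values can overlap the other calls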;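 further: spot-positive cell cutoff set from DMSO-treated cells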
# MT stabilize HCS – microtubule stabilization, imaging screen. 200,000 compounds, 0.83% hits. % tubulin-high responders, % at 10 µM. HeLa tubulin immunostaining HCS, 24 h; share of cells brighter than vehicle mean+2SD;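 active means plate Z-score above 3 for both tubulin-high and condensed-nucleus cell shares, with cell loss under 80%, at 10 µM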;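 further: anti alpha tubulin signal scored within the nucleus-defined area of each cell; some results filed as inactive read as strong as hits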
# WT yeast gro inh – growth inhibition of WT yeast, mitochondrial fusion screen. mitochondrial fusion phenotypic screen, WT strain. inhibition, % at 10 µM. 190,000 compounds, 2.1% hits. AID 1362; in the data active means inhibition above about 58%; tested in S. cerevisiae
# T cell modulator – T cell immune modulators affecting CD8 T cell-vesicle binding; 2C CD8+ T cell-vesicle binding, flow cytometry; stronger effect = lower value; calls only at 7 µM; 330,000 compounds, 0.068% hits; AID 2052;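 active means response, share of CD8 T cells binding vesicles, and their 90th percentile fluorescence all below set limits, cut at about 80% in these data, passing the limit was not always enough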
#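 Material: murine 2C transgenic CD8+ T lymphocytes / Also added: QL9-peptide-loaded Drosophila micro-vesicles bearing Ld, ICAM-1 and B7-1 / Schedule: binding step 1.5 h, 37 °C, antibody labelling 20 min, ice / Signal: flow cytometry, PE anti-B7-1 (FL2) versus Alexa647 anti-CD8 (FL8), PFA-fixed / Evaluation: percent CD8+ FL2 mean versus row control / Benchmarks: naked versus QL9-loaded vesicles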
# Lipid droplet – hepatic lipid droplet formation modulation | AML12 mouse hepatocytes, oleate lipid droplets, BODIPY imaging | inhibition, % at 6.5 µM | 240,000 compounds, 0.4% hits | AID 1656;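 active means lipid droplet intensity inhibited by at least 50%, with more than 500 cells counted; inconclusive means wells with under 300 cells, treated as cytotoxic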
#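 material = mouse AML12 hepatocyte cell line, fixed after treatment | also added = 100 µM oleic acid challenge | doses = compound at 6.5 µM only | schedule = overnight exposure | technique = Image-based BODIPY and DAPI two-channel analysis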
# Myeloid diff 2 – compounds promoting myeloid differentiation; ER-HoxA9 myeloid progenitors, lysozyme-GFP differentiation, flow cytometry; calls only at 10 µM; 360,000 compounds, 1% hits;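 active means normalized GFP-positive differentiation at or above the plate's own cutoff, the solvent-only control mean plus 3 SD; inconclusive means no clear call, values can overlap the other calls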;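 further: cells exposed to compound for four days before flow analysis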
# Ins promoter up – MIN6 insulin promoter up-regulation; z-score at 5 µM; 190,000 compounds, 0.3% hits; MIN6 insulin promoter-GFP reporter, high-content imaging; stronger effect = higher value; AID 1625;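 active means z-score above 3 at 5 µM with at least 500 cells counted in the well; inconclusive means wells under 500 cells, flagged as cytotoxic or low count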
# WT yeast gro inh mutant strain – recorded beside WT yeast gro inh, whose call it bears; inhibition, %; mitochondrial fusion phenotypic screen, mutant strain inhibition
# Ins promoter up cell count – recorded beside Ins promoter up, whose call it bears; cell count; measured here: cytotoxicity, nuclei count;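 total cells summed across four imaged fields per well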
# Lipid droplet cells 6.5 µM – recorded beside Lipid droplet, whose call it bears; cell count; measured here: cell count, cytotoxicity flag;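 cells counted across two imaged fields per well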
# b-catenin transl cell count 5 µM – second read-out of b-catenin transl, no call of its own (marks repeat the call); cell count; measured here: cell count, cytotoxicity flag
# T cell modulator vesicle-bound % – second read-out of T cell modulator, no call of its own (marks repeat the call); double positive events, %; measured here: CD8+ vesicle-bound cell fraction;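 binding gate set so that unloaded-vesicle control wells show 10% double positive cells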
# MT stabilize HCS Hoechst-high % – recorded beside MT stabilize HCS, whose call it bears; % Hoechst-high responders; measured here: nuclear condensation Hoechst responders;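 share of cells brighter than vehicle mean plus two SD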
# MT stabilize HCS cytotoxicity % – further read-out of MT stabilize HCS, marked with its call; toxicity, %; measured here: cytotoxicity by cell density;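 0% = mean cell density of plate MIN control wells and 100% = no cells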
# Autophagy mod cell loss 18 h – further read-out of Autophagy mod, marked with its call; toxicity, %; measured here: cell loss, nuclei count;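 cell loss after 18 h compound exposure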
# Myeloid diff 2 GFP+ MAC1+ % – second read-out of Myeloid diff 2, no call of its own (marks repeat the call); GFP+ MAC1+ double positive, %; measured here: differentiation confirmed by MAC1 staining
# The depositor's hits bear a star; i = inactive; ? = inconclusive; nt = not tested or not shown.
# Values run as follows: West Nile virus CPE, b-catenin transl, b-catenin transl cell count 5 µM, Autophagy mod, Autophagy mod cell loss 18 h, MT stabilize HCS, MT stabilize HCS Hoechst-high %, MT stabilize HCS cytotoxicity %, WT yeast gro inh, WT yeast gro inh mutant strain, T cell modulator, T cell modulator vesicle-bound %, Lipid droplet, Lipid droplet cells 6.5 µM, Myeloid diff 2, Myeloid diff 2 GFP+ MAC1+ %, Ins promoter up, Ins promoter up cell count
O=C(CSc1nnc(-c2ccncc2)n1-c1ccc(Cl)cc1)N1CCOCC1
    0.0%, -1.6, 1105, i, -6, 3.1, 1.7, 7.4, -2, -13, i, 3, -4, 752, i, 3.9, 0.3, 1327
CCCn1c(-c2cccs2)nc2ccccc21
    0.1%, -1.9, 929, i, -1, 2.5, 3.1, 7.4, 15, 13, i, 17, nt, nt, i, 0.7, -0.05, 1270
Nc1ccccc1C(=O)NCc1ccc(Cl)cc1
    -0.6%, -3.1, 607, i, 7, 2.0, 2.5, 8.8, 7, -10, i, 6, -12, 759, i, 0.7, 1.1, 1230
COC(=O)c1c(NC(=O)CC2SC(N)=NC2=O)sc2c1CCCC2 (stereo not drawn)
    0.9%, -0.8, 1138, i, 11, 4.4, 1.6, 1.7, 8, 9, i, 16, -6, 518, i, 6.4, -0.5, 1893
CCCN1C(=O)C(Cc2nc3ccccc3c(=O)n2-c2ccccc2)c2cc(C)ccc21 (stereo not drawn)
    -0.8%, 2.6, 594, i, 2, 1.3, 3.6, 9.7, 42, -6, i, 6, 0, 755, i, 1.0, -1.1, 1290
Cc1ccccc1NC(=S)NC(NC(=O)c1ccccc1C)C(Cl)(Cl)Cl (stereo not drawn)
    1.7%, 0.4, 1318, i, 10, 2.7, 1.2, 0.7, 4, 8, i, 27, nt, nt, i, 0.3, 0.7, 1535
CN=C1S/C(=C\c2ccc(O)c(Br)c2)C(=O)N1C
    -0.8%, nt, nt, nt, nt, nt, nt, nt, nt, nt, i, 9, -3, 867, i, 0.6, nt, nt
Cc1nn(C)cc1S(=O)(=O)N1CCN(Cc2cccc(Cl)c2)CC1
    -1.3%, -1.4, 1018, i, -3, 1.6, 2.5, 11, -2, -8, i, 60, 0, 726, i, 0.4, -0.37, 1541
Cc1onc(-c2c(F)cccc2Cl)c1C(=O)ONC(=O)c1ccco1
    0.5%, 0.6, 1331, nt, nt, nt, nt, nt, nt, nt, i, 46, 12, 757, i, 0.7, nt, nt
CCOC(=O)C1(Cc2cccc(OC)c2)CCN(C/C=C/c2ccc(OC)cc2)CC1
    -1.0%, 4.1, 1046, i, 33, 1.0, 1.2, 0.3, 26, 15, i, 47, -68, 642, i, 1.2, -1.5, 1001
Cc1nc(-n2nnc(CO)c2CO)nc2c1CCC2
    -0.1%, -0.5, 1170, i, 6, 3.0, 2.4, 16, -7, 0, i, 36, -2, 727, i, 0.8, -0.97, 1294
Cc1ccc(C)c(-n2c(C)cc(/C=N/NC(=O)c3c(C)nc4cc(C)ccn34)c2C)c1
    1.4%, 30, 355, i, -6, 3.5, 2.5, 4.5, 4, -10, i, 37, 12, 761, i, 2.5, -0.46, 738
Cc1nnc(SCC(=O)N2CCCC(C(=O)c3ccc(Cl)cc3)C2)o1 (stereo not drawn)
    -0.4%, -1.0, 1048, i, 17, 3.4, 2.6, 2.9, 5, 6, i, 32, -2, 699, i, 0.5, 0.29, 1407
CCN(c1ccc(OC)cc1)S(=O)(=O)c1ccc2c(c1)CC(C)N2C(=O)C1CC1 (stereo not drawn)
    0.0%, nt, nt, nt, nt, nt, nt, nt, nt, nt, i, 14, -20, 667, i, 1.6, nt, nt
Cc1ccc(-c2cc(C(=O)N/N=C/c3c[nH]c4ccccc34)[nH]n2)cc1
    -0.6%, 12, 982, i, 27, 17*, 61*, 37*, -2, -24, nt, nt, 10, 731, ?, nt, 1.3, 1004
CCOC(=O)N1CCN(C(=O)c2cccc(NS(=O)(=O)c3ccc(F)c(F)c3)c2)CC1
    -0.3%, -2.7, 497, i, 5, 3.1, 2.5, 3.5, 8, -8, i, 7, 20, 596, i, 1.4, 0.47, 1332
CCCCC1CCCC12NC(=O)NC2=O (stereo not drawn)
    0.3%, -0.4, 1327, nt, nt, nt, nt, nt, nt, nt, i, 26, -8, 702, i, 0.2, -0.01, 1046
COc1ccc(C(=O)C2CCN(CC(=O)Nc3ccccc3F)CC2)cc1
    -0.4%, nt, nt, nt, nt, nt, nt, nt, nt, nt, i, 34, 2, 793, i, 5.3, nt, nt
CC(C)(C)c1ccc(OCCCN2CCCC2)cc1
    -0.9%, nt, nt, nt, nt, nt, nt, nt, nt, nt, i, 46, -2, 825, i, 0.5, nt, nt
CCOc1ccccc1NC(=O)Nc1ccc(Br)cc1C
    -1.1%, -3.4, 1130, i, 0, 2.8, 2.8, 5.1, 12, 2, i, 5, -6, 712, i, 0.7, 0.83, 1626
Cc1cccc(C2c3[nH]c4ccccc4c3CCN2C(=O)CN2CCOC2=O)n1 (stereo not drawn)
    0.0%, -0.9, 1030, i, 3, 2.0, 2.2, 3.4, -7, -3, i, 51, -3, 627, i, 0.5, nt, nt
Cc1nn(-c2ccccc2)nc1CNC(=O)CC(C)(C)C
    -1.1%, -4.3, 1201, nt, nt, nt, nt, nt, nt, nt, i, 10, -2, 712, i, 0.8, 0.12, 1405
O=C1CCCN1CCCNc1ccc2nnc(CCC(=O)N3CCN(c4ccc(F)cc4)CC3)n2n1
    0.4%, nt, nt, nt, nt, nt, nt, nt, nt, nt, i, 6, 13, 743, i, 1.5, nt, nt
Cc1cccc(S(=O)(=O)Nc2cccc(-c3cn4ccsc4n3)c2)c1
    0.2%, 0.5, 799, i, -13, 1.2, 1.9, 8.5, 22, 14, i, 50, nt, nt, i, 1.6, -0.08, 1371
Cc1cc(C(=O)O)ccc1NCc1cccnc1
    0.4%, nt, nt, nt, nt, nt, nt, nt, nt, nt, i, 25, -6, 864, i, 0.8, nt, nt
Cc1ccc(NC(=O)CSc2nnc(CNC(=O)c3ccccc3F)o2)cc1Cl
    0.3%, nt, nt, nt, nt, nt, nt, nt, nt, nt, i, 16, -8, 705, i, 0.5, nt, nt
CCOc1ccc(N=C(C)C2=C(O)c3ccccc3C2=O)cc1
    -0.3%, 0.8, 1325, nt, nt, nt, nt, nt, nt, nt, i, 3, -11, 667, i, 0.7, -0.13, 995
COc1cc(OC)cc(C(=O)Nc2nc3ccc(S(C)(=O)=O)cc3s2)c1
    -0.6%, 1.3, 1081, i, 24, 2.5, 2.0, 0.1, 16, 16, i, 31, 2, 761, i, 0.1, -0.22, 1185
OC1(c2ccc(F)cc2)CSC(=Nc2cccnc2)N1Cc1ccco1 (stereo not drawn)
    -0.7%, -1.5, 1061, i, 19, 1.7, 1.4, 7.3, 3, 15, i, 22, -11, 665, i, 0.2, 0.88, 1371
CC(=O)Cn1c(CN2CC(C)CC(C)C2)nc2c1c(=O)n(C)c(=O)n2C (stereo not drawn)
    -0.6%, 1.1, 1148, i, 3, 2.4, 3.4, 6.4, -3, -1, i, 31, nt, nt, i, 0.8, -1.1, 1096
CCOc1ccccc1Oc1coc2cc(OC(=O)c3ccco3)ccc2c1=O
    -0.3%, nt, nt, i, -4, 1.5, 2.1, 2.7, 18, 21, i, 47, -1, 743, i, 7.1, -0.19, 1304
CCN1CCN(C(=O)c2ccc(CS(=O)(=O)Cc3ccccc3F)o2)CC1
    0.7%, 0.2, 1196, i, -8, 1.4, 1.4, 3.3, 17, 14, i, 9, 4, 777, i, 1.1, 0.02, 868
CCCC[C@@H]1CNC(=S)N1CCC12CC3CC(CC(C3)C1)C2
    1.8%, -1.0, 1205, i, -20, 4.4, 1.9, 5.5, 65*, 63*, i, 26, -4, 704, i, 0.7, -2.1, 1255
Cn1c(=O)n(C)c2cc(C(=O)Nc3ccc4c(c3)OCO4)ccc21
    1.4%, 0.0, 1051, i, 8, 2.8, 2.7, 3.3, 2, 10, i, 15, 13, 720, i, 0.5, ?, nt
Cc1ccc(C)c(NC(=S)NCCc2c[nH]c3ccccc23)c1
    -1.3%, 4.3, 972, nt, nt, nt, nt, nt, nt, nt, i, 20, -44, 699, i, 0.5, nt, nt
NC(=O)c1sc2nc(-c3cccs3)ccc2c1N
    0.0%, nt, nt, nt, nt, nt, nt, nt, nt, nt, i, 48, -11, 691, i, 1.8, nt, nt
Cc1cc(C)c(Cn2ncn(-c3ccc(Br)cc3)c2=O)c(C)c1
    -0.7%, -0.4, 1497, i, 19, 4.9, 1.5, 10, 1, 5, i, 28, -7, 620, i, 0.9, -0.32, 1510
O=S(=O)(c1cc(Cl)ccc1Cl)N1CC2CCCN2c2ccc(C(F)(F)F)cc21 (stereo not drawn)
    0.1%, nt, nt, i, -13, 2.9, 0.9, 4.4, 12, -8, i, 27, nt, nt, i, 0.6, nt, nt
CN(C)CCCN=c1cc(-c2ccccc2)oc2ccc(Cl)cc12
    -0.2%, nt, nt, i, 7, 2.9, 3.6, 16, 57, 12, nt, nt, -32, 530, i, 0.6, -0.2, 977
CN(CCNC(=O)C1(O)c2ccccc2NC(=O)N1c1ccccc1)Cc1ccccc1 (stereo not drawn)
    -0.4%, 1.4, 1062, i, -8, 3.7, 4.0, 11, 11, -2, i, 33, -9, 754, i, 2.5, 0.04, 1237
CCOC(=O)/C(=N\Nc1ccccc1)c1csc(Nc2ccc(C)cc2)n1
    -0.1%, nt, nt, i, -9, 1.8, 1.3, 7.8, -3, 10, i, 17, 0, 798, i, 2.0, nt, nt

# Source: PubChem BioAssay
